# ABCB6 inh MLPCN: ABCB6 transporter inhibitors, primary screen, K562-ABCB6 cells, flow cytometry, MLPCN library | ATP-binding cassette sub-family B member 6 (Homo sapiens), Q9NP58 | K562-ABCB6 porphyrin accumulation, 1 h; active compounds read low | fluorescence ratio to DMSO, % at 10 µM | actives 0.19% (n = 360,000) | AID 602162, 2011;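 active = fluorescence ratio to DMSO below 75%, the collection mean minus 3 SD; inconclusive = too few cells collected in the well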;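 note: signal is porphyrin accumulated inside mitochondria; 100% equals median channel fluorescence of DMSO control wells; lower ratio means ABCB6 inhibition with less porphyrin fluorescence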
# HTR2A ag: mouse Htr2a agonists via beta-arrestin recruitment, primary screen, cell-based, luminescence; activation, % at 7.6 µM; CHO-K1 mHTR2A beta-arrestin complementation; percent of 30 µM serotonin response; actives 0.66% (n = 360,000);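 active = activation above a run cutoff, the mean activation of all tested compounds plus 3 SD, cut at about 14% in these data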;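 note: 0% = plate median of compound wells and 100% = 30 µM serotonin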
# Target sequence (P35363 whole entry, looked up): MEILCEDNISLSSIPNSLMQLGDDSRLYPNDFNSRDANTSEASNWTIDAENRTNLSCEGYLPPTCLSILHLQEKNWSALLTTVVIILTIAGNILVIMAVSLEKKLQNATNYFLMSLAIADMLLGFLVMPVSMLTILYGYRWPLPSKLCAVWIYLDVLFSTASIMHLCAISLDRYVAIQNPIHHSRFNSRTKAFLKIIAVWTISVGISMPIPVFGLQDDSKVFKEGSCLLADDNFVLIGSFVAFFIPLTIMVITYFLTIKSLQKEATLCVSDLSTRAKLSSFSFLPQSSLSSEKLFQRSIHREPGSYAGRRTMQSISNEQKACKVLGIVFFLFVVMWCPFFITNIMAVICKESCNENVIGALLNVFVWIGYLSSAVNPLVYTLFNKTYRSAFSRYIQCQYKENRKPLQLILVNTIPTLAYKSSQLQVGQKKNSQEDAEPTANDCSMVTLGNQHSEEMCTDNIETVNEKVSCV
# Cardio protect: cardioprotection against H2O2-induced cell death, primary screen, uHTS, H9c2 cells, ATPLite luminescence. H9c2 cardiomyocytes, H2O2 injury protection, 2 h. protection from H2O2 cell death, % at 20 µM. actives 0.63% (n = 360,000);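 active = compounds giving at least 50% protection of heart cells from peroxide-induced death in the single-dose screen, raw or plate-pattern-corrected value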;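 note: 0% = DMSO wells with peroxide and 100% = DMSO wells without peroxide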
# MC4R ag barr: MC4R agonists recruiting beta-arrestin, primary screen, cell-based, luminescence, agonist arm of biased-ligand search; Melanocortin receptor 4 (Homo sapiens), P32245; U2OS MC4R beta-arrestin complementation; percent of melanotan II response, DMSO zero; activation, % at 8.9 µM; actives 0.98% (n = 360,000); AID 540308, 2011;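 active = activation above a per-plate cutoff, the mean activation of sample wells on that plate plus 3 SD, cut at about 8% in these data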
# NOD2-RIPK2 inh: NOD2-RIPK2 binding disruptors in cells, primary screen, fluorescence, CHO cells, BLA complementation. Receptor-interacting serine/threonine-protein kinase 2 (Homo sapiens), O43353. inhibition, % at 4.98 µM. CCF4 ratio. actives 0.38% (n = 360,000); in the data active = inhibition above about 21%;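 note: 0% = vehicle only and 100% = reference blocker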
# Target sequence (O43353 whole entry, looked up): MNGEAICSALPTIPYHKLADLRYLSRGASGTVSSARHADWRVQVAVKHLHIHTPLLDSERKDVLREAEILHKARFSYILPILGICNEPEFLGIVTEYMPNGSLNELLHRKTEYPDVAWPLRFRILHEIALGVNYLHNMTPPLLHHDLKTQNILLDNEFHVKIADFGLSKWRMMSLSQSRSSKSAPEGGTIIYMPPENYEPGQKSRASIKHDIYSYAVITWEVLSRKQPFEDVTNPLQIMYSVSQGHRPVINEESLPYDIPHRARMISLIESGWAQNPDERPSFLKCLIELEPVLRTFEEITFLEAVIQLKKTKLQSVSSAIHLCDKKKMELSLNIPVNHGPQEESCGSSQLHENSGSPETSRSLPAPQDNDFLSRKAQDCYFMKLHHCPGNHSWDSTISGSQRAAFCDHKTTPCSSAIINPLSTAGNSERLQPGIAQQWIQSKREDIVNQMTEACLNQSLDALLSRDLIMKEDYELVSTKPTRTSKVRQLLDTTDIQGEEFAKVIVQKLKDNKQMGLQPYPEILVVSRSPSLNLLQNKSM
# N-glyco inh: increase of ERlucT glycosylation luciferase signal, primary screen, N-linked glycosylation inhibitor project, D54 ERlucT cells, luminescence, set 2 | reporter increase, % at 12.5 µM | actives 0.23% (n = 360,000) | D54 ERlucT glycosylation luciferase reporter, 24 h; percent of 100 nM tunicamycin response;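 active = mean luciferase reporter signal, scaled so untreated is 0 and the glycosylation-blocking control 100, at or above a set limit in every replicate; inconclusive = mean reaches the limit but not every replicate does; inactive = mean below the limit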;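 note: luciferase carries N-glycosylation sites so blocking glycosylation raises the light; 0% = median of neutral control wells and 100% = median of 100 nM tunicamycin wells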
# MC4R antag cAMP: MC4R antagonists of cAMP signaling, primary screen, cell-based, TR-FRET, antagonist arm of biased-ligand search; Melanocortin receptor 4 (Homo sapiens), P32245; MC4R-expressing cells, MTII-stimulated cAMP, LANCE TR-FRET; inhibition, % at 6.5 µM; actives 0.48% (n = 360,000); AID 540295, 2011;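 active = inhibition above its plate's cutoff, the mean of tested wells on that plate plus 3 SD, cut at about 29% in these data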;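 note: 0% = Melanotan II alone and 100% = Melanotan II plus saturating MCL0020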
#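 System: U2OS cells stably expressing human melanocortin 4 receptor (MC4R). Reagent: Melanotan II challenge after compound preincubation. Doses: 6.5 µM. Times: 30-min compound, 1-h challenge, 1-h detection, room temperature. Measured by: TR-FRET with Eu-cAMP and labeled anti-cAMP, 671 nm. Replicates: singlicate.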
# ABHD5-PLIN5 inh: ABHD5-PLIN5 interaction inhibitors, primary screen, cell lysate, split luciferase complementation, luminescence; Perilipin-5 (Homo sapiens) + 1-acylglycerol-3-phosphate O-acyltransferase ABHD5 (Homo …; Split G. princeps luciferase complementation, 4 h; inhibition, % at 4 µM; actives 0.78% (n = 360,000); AID 602281, 2012;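 active = inhibition above the mean inhibition across every tested compound plus 3 SD, cut at about 22% in these data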;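 note: 0% = DMSO only wells and the 100% control is not disclosed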
# TLR9-MyD88 inh: inhibitors of TLR9-MyD88 association in cells, primary screen, cell-based, CHO, BLA complementation, fluorescence; actives 0.21% (n = 340,000); CCF4 FRET ratio; Toll-like receptor 9 (Homo sapiens) + Myeloid differentiation primary response protein …; AID 504734, 2011; inhibition, % at 4.98 µM;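 active = inhibition above the mean over all tested compounds plus 3 SD, cut at about 21% in these data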;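 note: 0% = DMSO only wells and 100% = clavulanate BLA inhibitor control wells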
# SRC2 inh: inhibition of GAL4-SRC2 driven luciferase reporter, primary screen, SRC2 inhibitor project, cell-based, luminescence. Nuclear receptor coactivator 2 (Homo sapiens), Q15596. HEK293 GAL4-SRC2 luciferase reporter. inhibition, % at 9 µM. actives 0.17% (n = 370,000). AID 651957, 2012;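 active = inhibition above the mean inhibition of all tested compounds plus 3 SD, set per campaign, cut at about 52% in these data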;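 note: 0% = DMSO treated cells and 100% = cells given Gossypol at 36 µM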
# Starred values were filed as active, the others as inactive; u = inconclusive; x = no result given. A portion of the library (hit frequency here may not be typical).
# Values run as follows: ABCB6 inh MLPCN, HTR2A ag, Cardio protect, MC4R ag barr, NOD2-RIPK2 inh, N-glyco inh, MC4R antag cAMP, ABHD5-PLIN5 inh, TLR9-MyD88 inh, SRC2 inh
O=C(COC(=O)CCC(=O)c1ccc(F)cc1)Nc1ccc(F)cc1F
    98.0, -0.3, 8.1, -1.3, -11.8, 1.1, 10.6, -5.5, 4.1, 7.8
CCCCNC(=S)Nc1cccc(S(=O)(=O)NC2=NCCC2)c1
    96.0, -3.6, 0.6, 3.1, -3.1, 2.4, 7.9, -2.5, 6.2, -6.0
CCOC(=O)c1sc(NC(=O)/C=C/c2cnn(CC)c2C)c(C(=O)OCC)c1C
    94.0, 3.8, 21.7, 2.7, -10.3, -2.7, 5.4, -5.0, 4.2, 16.4
Cc1ccccc1OCCC(=O)N1CCN(S(=O)(=O)c2ccccc2F)CC1
    99.0, -2.9, -3.4, -0.4, -11.6, -6.6, 0.1, -6.6, 0.2, -18.6
CCOCCCn1c(SCC(=O)Nc2oc(C)c3c(C)n[nH]c(=O)c23)nnc1-c1ccncc1
    78.0, 1.0, -0.4, -3.6, -0.7, 0.6, 1.7, 4.9, 2.5, -22.6
COc1ccc(NC(=O)Nc2nnc(CC(=O)Nc3ccccc3)s2)cc1
    98.0, 2.8, 2.4, 2.4, -15.0, 2.1, 3.0, 3.1, -2.1, -2.4
COc1ccc(C(=O)N2CCN(C(=O)CC(C)C)CC2)cc1OC
    98.0, 2.4, 1.6, 0.9, -0.8, -0.9, 2.2, -0.5, 13.7, -17.5
N/N=C(\c1ccccc1)C12CN3CN(CN(C3)C1)C2
    103.0, 0.3, 6.6, -0.9, -1.9, -2.5, -3.7, -3.1, 7.8, -47.7
CCCCNC(=O)c1nc(C2CCN(S(=O)(=O)c3ccccc3C(F)(F)F)CC2)oc1-c1cccc(C(F)(F)F)c1
    104.0, -0.8, -3.9, x, -10.4, -2.7, x, 3.8, x, -31.9
COc1ccc(CNC(=O)C(C)NC(=O)c2cc3ccccc3o2)cc1 (centres undefined)
    97.0, 2.9, -0.9, 0.8, 2.8, 1.3, 4.9, 5.3, -4.0, -7.9
COc1cc(CCN(C(=O)c2cc3ccccc3[nH]2)C(C)c2nc3ccccc3[nH]2)cc(OC)c1 (centres undefined)
    96.0, -8.6, 12.9, x, 4.6, -3.4, x, -3.2, x, -20.8
COC(=O)Cn1c(C)c(C(C)=O)c(C(C)=O)c1C
    99.0, -0.5, 1.5, -0.6, -4.8, 2.3, -0.8, 5.7, -17.2, -0.8
CN(NC(=O)c1ccco1)c1nc2ccccc2nc1C(F)(F)F
    100.0, -1.9, 0.8, 0.5, -5.2, 0.0, 7.9, -6.1, -6.2, -16.0
O=C(c1ccc2oc(CCc3ccccc3)nc2c1)N1CCC(O)CC1
    101.0, 3.6, -7.1, -2.5, -0.7, -16.0, 9.7, -1.6, 0.6, -60.6
COc1cc2c(cc1OC)C(C)N(CC(=O)Nc1ccc(S(=O)(=O)N3CCCC3)cc1)CC2 (centres undefined)
    98.0, 4.5, -0.8, -1.8, -2.2, -1.5, 5.7, -5.1, -12.6, 23.4
CC(=O)C1=C(O)C(=O)N(c2cccnc2)C1c1cccc([N+](=O)[O-])c1 (centres undefined)
    98.0, -0.9, 3.4, -1.9, 2.5, 0.3, -6.6, 4.4, -1.8, 2.6
COc1ccc(NC(=O)C2Cc3cccc(OC)c3O/C2=N\O)cc1 (centres undefined)
    82.0, 2.2, -0.3, -2.3, -1.2, 1.1, 7.4, -2.3, -6.7, -11.7
CCCc1nc2nc(C)c(NS(=O)(=O)c3ccc(Cl)cc3)c(=O)n2[nH]1
    97.0, 3.2, 4.1, -1.4, 5.7, 5.5, -2.5, 0.4, 3.9, -30.1
O=C(NC1CCC(O)CC1)c1ccc(NS(=O)(=O)c2cccc([N+](=O)[O-])c2)cc1 (centres undefined)
    95.0, 15.3*, 10.6, -0.1, 0.8, 0.6, 8.2, -0.8, 16.8, -16.6
Cn1nc(C(C)(C)C)cc1C(=O)N1CCCCC1c1cc(C(=O)N2CCOCC2)no1 (centres undefined)
    96.0, -2.0, -4.5, -0.3, 4.7, 0.7, 10.2, 2.8, x, -1.2

# Next section.
SMILES	ABCB6 inh MLPCN	HTR2A ag	Cardio protect	MC4R ag barr	NOD2-RIPK2 inh	N-glyco inh	MC4R antag cAMP	ABHD5-PLIN5 inh	TLR9-MyD88 inh	SRC2 inh
Cc1cnc(C(=O)Nc2cccc3ncccc23)cn1	89.0	1.3	5.5	-0.5	4.2	-0.5	2.2	10.6	3.8	-31.4
Cc1cccc(CN(C(=S)Nc2c(C)cccc2C)c2cccnc2)c1	92.0	6.8	-3.8	3.8	-12.6	1.6	-2.7	5.3	-1.4	18.1
O=C(Cc1ccccc1)NNC1CC(=O)N(c2ccc(Br)cc2)C1=O (centres undefined)	98.0	7.8	-1.0	1.8	9.1	2.8	2.6	-1.4	-4.3	1.0
COc1ccc(N(CC(=O)N2CCCCCC2)S(=O)(=O)c2ccccc2[N+](=O)[O-])c(OC)c1	121.0	-0.3	6.1	-1.1	-6.0	0.2	6.1	-5.3	1.9	2.5
CN1CCC(N(C)C(=O)COc2ccccc2Cl)CC1	94.0	0.9	8.2	-1.1	-4.8	1.9	-4.4	1.8	-0.1	-1.7
CCOc1cc(/C=C(\C#N)C(=O)Nc2cccc(C(=O)O)c2)cc(Br)c1OC(=O)c1ccc(OC)cc1	104.0	0.7	-2.1	6.5	-16.9	2.6	-8.8	15.6	-2.8	-15.3
Cc1ccc(NC(=S)Nc2ccc(F)cc2)cc1C	104.0	0.2	-9.8	1.5	-2.0	-0.9	-3.0	-8.0	-2.7	-34.6
COc1ccc(CCn2c(Br)nc3c2c(=O)[nH]c(=O)n3C)cc1	110.0	-0.2	63.9*	0.1	-1.4	u	-18.9	4.6	-2.4	8.5
COCCNS(=O)(=O)c1ccc2c(c1)Cc1cc(S(=O)(=O)NCCOC)ccc1-2	94.0	2.2	6.1	-0.7	-9.6	0.5	16.0	0.3	-0.7	-6.3
CC(=O)N1CCc2cc(S(=O)(=O)NCC(=O)NCc3ccc(F)cc3)ccc21	91.0	4.8	3.6	-2.9	-9.0	0.1	-3.6	-4.0	10.0	5.8
Cc1c(NC(=O)CSc2nc3ccccc3s2)c(=O)n(-c2ccccc2)n1C	97.0	0.3	-0.7	-1.1	3.3	-0.8	8.8	-1.7	-3.4	0.1
CC(=O)N1CCN(C(=O)c2ccc(Cl)c(S(=O)(=O)N3CCc4ccccc43)c2)CC1	92.0	-1.6	-0.7	-4.1	-3.9	1.3	5.6	-6.3	2.1	-43.5
COc1ccc(-n2nc(C(=O)N3CCCCC3)c3ccccc3c2=O)cc1	99.0	-4.8	9.6	-1.3	-12.3	0.8	-1.6	-1.7	-2.7	11.2
COc1ccc(Cl)cc1NC(=O)C1CCN(C(=O)Nc2ccccc2)CC1	94.0	-9.4	0.4	-1.5	1.6	0.7	-3.5	6.2	4.6	7.9
O=[N+]([O-])c1ccccc1C=NNC(=S)NN=Cc1ccccc1[N+](=O)[O-]	99.0	-9.9	26.1	-2.5	-10.3	28.4*	9.7	-7.7	-9.9	-28.4

# Entries of single compounds, quoted from the list. Values in the order: ABCB6 inh MLPCN | HTR2A ag | Cardio protect | MC4R ag barr | NOD2-RIPK2 inh | N-glyco inh | MC4R antag cAMP | ABHD5-PLIN5 inh | TLR9-MyD88 inh | SRC2 inh
# COc1ccc(Cl)cc1NC(=O)C1CCN(C(=O)Nc2ccccc2)CC1 is listed with 94.0 | -9.4 | 0.4 | -1.5 | 1.6 | 0.7 | -3.5 | 6.2 | 4.6 | 7.9
# Cc1cnc(C(=O)Nc2cccc3ncccc23)cn1 is listed with 89.0 | 1.3 | 5.5 | -0.5 | 4.2 | -0.5 | 2.2 | 10.6 | 3.8 | -31.4

# Back to the main list; the two compounds before the break are reprinted first.
SMILES	ABCB6 inh MLPCN	HTR2A ag	Cardio protect	MC4R ag barr	NOD2-RIPK2 inh	N-glyco inh	MC4R antag cAMP	ABHD5-PLIN5 inh	TLR9-MyD88 inh	SRC2 inh
COc1ccc(Cl)cc1NC(=O)C1CCN(C(=O)Nc2ccccc2)CC1	94.0	-9.4	0.4	-1.5	1.6	0.7	-3.5	6.2	4.6	7.9
O=[N+]([O-])c1ccccc1C=NNC(=S)NN=Cc1ccccc1[N+](=O)[O-]	99.0	-9.9	26.1	-2.5	-10.3	28.4*	9.7	-7.7	-9.9	-28.4
Cn1c(=O)cc(OCCCC(=O)NCCC2=CCCCC2)c2ccccc21	105.0	1.3	6.7	-0.6	-2.5	4.8	15.6	6.0	-20.0	-10.0
Cc1cc(C)cc(NC(=O)Cn2nnc(C(=O)NCc3ccc4c(c3)OCO4)c2N)c1	98.0	-0.9	-19.1	6.4	12.8	-11.0	4.7	-1.4	11.0	-44.8
Cc1ccc(C2C(C(=O)O)c3ccccc3C(=O)N2C)o1 (centres undefined)	96.0	-3.4	5.2	0.6	2.7	0.1	3.0	5.8	5.2	0.4
CCOC(=O)c1cc2n(n1)C(C(F)(F)F)CC(C)N2 (centres undefined)	106.0	0.4	-3.3	-1.6	6.8	1.4	0.9	-0.9	-0.7	-60.3
COc1cc(OC)cc(C(=O)NCCC(c2ccccc2)c2ccccc2)c1	92.0	-15.8	2.7	0.3	-10.6	-2.6	5.2	-2.4	2.0	-3.5
COc1ccc(S(=O)(=O)NC2CC2)cc1-n1cnnn1	99.0	1.9	0.3	-1.6	-5.8	0.5	4.0	-1.0	x	10.6
O=C(CCNS(=O)(=O)c1ccccc1)N1CCN(C(c2ccccc2)c2ccccc2)CC1	95.0	-3.8	0.9	-0.3	6.4	-4.2	11.8	-3.5	1.1	5.7

# High-throughput results deposited in PubChem by several laboratories.
